# Assay outcomes deposited in PubChem BioAssay by National Center for Advancing Translational Sciences (NCATS).
# SW480 rerep: inducers of DNA re-replication in SW480 colon cancer cells; Potency, µM (series often up to 46.1 µM), inactives show at the highest dose re-replication activation, usual class: activators; SW480 DNA re-replication, Hoechst DNA content imaging, 48 h; 340,000 compounds, 1.8% hits; note: potency is the fitted concentration of half-maximal effect; % of control where 0% means no effect; nearly all actives have a fitted effect of over 55% in size
#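 DNA re-replication was detected as more nuclei of elevated Hoechst intensity after 48 hr exposure to compound (23 nL pinned per well of 250 cells).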
# IL-1B inflam inh: inhibitors of inflammasome signaling (IL-1 beta secretion); THP-1 LPS/ATP IL-1B secretion, AlphaLISA, 16 h; stronger effect = lower value; AID 743279; activity change, % at 57.5 µM; 360,000 compounds, 4.7% hits; in the data active = activity change below about -50%; inconclusive = mostly about -30% to -49%; note: % is set by controls: 0 for no effect and ±100 for the full control effect
#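 Secreted IL-1B measured by AlphaLISA bead assay after 16 h compound exposure of THP-1 cells; compounds (final up to 57.5 uM) added 1 h before LPS (250 ng/mL) and ATP (1.25 mM) stimulation; lower signal means less secretion.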
# HT1080NT lethal: kills 2HG-producing HT-1080-NT fibrosarcoma cells | 360,000 compounds, 1.6% hits | AID 686970 | Potency, µM (titrated, usually from 46.1 µM), without a hit: at the top dose activity, negative = less viability, hits mostly cytotoxic | HT-1080-NT fibrosarcoma viability, CellTiter-Glo ATP luminescence, 48 h;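 note: NT is the 2HG producing partner of a matched IDH1 knockdown line; potency is the fitted concentration of half-maximal effect; 0% = DMSO-treated cells and -100% = media-only wells without cells; nearly all actives have a fitted effect of over 55% in size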
#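 Compounds were tested in concentration-response format on HT-1080-NT cells for 48 hours at 37 degrees C. Cell viability came from CellTiter-Glo luminescence; curves were classified by r2, response magnitude and activity.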
# HepG2 tox: kills HepG2 cells in TGF-b inhibitor counter-screen | Potency, µM (series often up to 46.1 µM), without a hit: at the top dose activity change, negative = cytotoxicity, most hits filed as cytotoxic | 410,000 compounds, 0.76% hits | HepG2 CAGA-GFP viability, ATP luminescence, 18 h; note: potency is the fitted concentration of half-maximal effect; some results filed as inactive show a strong effect at the top dose
#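 HepG2 CAGA-GFP cells (1000/well, DMEM with 1% FBS) received compound, then TGF-beta at 500 pg/mL final, and were incubated 18 hours at 37 degrees C. Viability was read by CellTiter-Glo luminescence. Media-only wells were set as complete cell-killing and DMSO as no toxicity.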
# KB-3-1 tox: kills parental KB-3-1 adenocarcinoma cells. 400,000 compounds, 1.4% hits. Potency, µM (doses to about 46.1 µM), inactives show at the highest dose activity change, negative = cytotoxic, hits mostly cytotoxic. KB-3-1 viability, CellTiter-Glo ATP luminescence, 72 h. AID 1347075; note: potency is the fitted concentration of half-maximal effect; % is set by controls: 0 for no effect and ±100 for the full control effect; nearly all actives have a fitted effect of over 60% in size
#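 Cytotoxicity in the drug-sensitive parental line KB-3-1 was scored as loss of CellTiter-Glo luminescence following 72 h incubation with compound. Values come from curve fitting of normalized concentration-response data.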
# HT1080 IDH1KD tx: kills HT-1080 cells with IDH1 knockdown | HT-1080 IDH1 knockdown viability, ATP luminescence, 48 h | Potency, µM (highest dose often 46.1 µM), without a hit: top-dose activity, negative = toxicity, actives largely listed as cytotoxic | 360,000 compounds, 2% hits;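 note: potency is the fitted concentration of half-maximal effect; 0% = DMSO wells and -100% = cell-free medium wells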
#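 Luminescent ATP read-out (CellTiter-Glo, 10 min at room temperature) after 48 h compound exposure at 37 °C gave viability of IDH1-knockdown HT-1080 cells. Activity was normalised to DMSO and cell-free wells, then fitted as concentration-response curves.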
# ATXN2 expr inh: reduces ATXN2 reporter expression in HEK-293 cells; HEK-293 ATXN2-luciferase reporter, luminescence, 24 h; Potency, µM (doses to about 57 µM), for inactives: at the top dose activity change, negative = inhibition, usual class: inhibitors; 360,000 compounds, 0.72% hits; AID 1745845; note: potency is the fitted concentration of half-maximal effect; % is set by controls: 0 for no effect and ±100 for the full control effect; nearly all actives have a fitted effect of over 55% in size
#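 ATXN2-luciferase reporter cells (luciferase flanked by upstream and downstream ATXN2 gene portions) were treated 24 h at 37 °C with compounds at up to 57 uM. SteadyGlo luminescence gave expression; GF-AFC fluorescence gave viability.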
# MCF10A rerep: inducers of DNA re-replication in MCF 10A breast cells. Potency, µM (titrated, usually from 46.1 µM), for the others: at the highest dose activity, positive = re-replication, usual class: activators. MCF 10A DNA re-replication, Hoechst nuclear intensity, 48 h. AID 624296. 350,000 compounds, 2.9% hits; note: potency is the fitted concentration of half-maximal effect; % of control where 0% means no effect; nearly all actives have a fitted effect of over 50% in size
# ATXN viability: viability counter-screen for ATXN expression inhibitors; S2 cells (HEK-293 line with an ATXN2-luciferase reporter) viability, CellTiter-Fluor protease fluorescence, 24 h; Potency, µM (titrated, usually from 56.7 µM), hits mostly cytotoxic; 400,000 compounds, 0.49% hits; note: potency is the fitted concentration of half-maximal effect; nearly all actives have a fitted effect of over 40% in size
# The depositor's hits bear a star; i = inactive; ? = inconclusive; . = no result given; & = joins results of further samples; [ ] = remark or other dose. Unless noted, calls come from the whole dose curve; as a rule, active = well fitted curve in the direction sought with a large enough effect; inconclusive = small, poorly fitted or top-dose-only effect, or another doubt; inactive = no such curve, though single readings can be large; an effect the other way counts as inactive or inconclusive.
entry	Compound	HepG2 tox	MCF10A rerep	HT1080NT lethal	ATXN2 expr inh	ATXN viability	KB-3-1 tox	HT1080 IDH1KD tx	SW480 rerep	IL-1B inflam inh
1	CC(C)(Oc1ccc(Cl)cc1)C(=O)Nc1cccnc1	-20.0%	8.2%	2.4%	2.3%	i	4.4%	-2.0%	1.5%	26.6
2	O=C1C=C(N2CCN(C(=O)c3ccccc3)CC2)C2(CCCCC2)O1	-2.8%	-5.0%	-0.9%	-9.4%	i	-3.2%	-4.9%	-4.1%	0.9
3	Cn1c(=O)c2c(nc(C(O)c3ccccc3)n2C)n(C)c1=O (configuration not stated)	5.6%	2.9%	0.3%	5.2%	i	2.9%	14.9%	-4.7%	28.9
4	CCc1nc2c(OCc3ccc(C#N)cc3)cccn2c1N(C)C(=O)c1cccs1	-7.0%	.	1.9%	0.0%	i	-1.0%	-3.6%	.	-19.0
5	Cc1cc(-c2ccc(C)c(S(=O)(=O)Nc3ccc(S(N)(=O)=O)cc3)c2)on1	2.8%	4.1%	-0.9%	12.2%	i	-10.5%	-0.8%	?	23.0
6	COc1ccc(C2=NOC(C(=O)N3CCCc4ccccc43)C2)cc1 (configuration not stated)	-15.3%	?	-2.8%	30.5%[activator]	i	-8.5%	?	-2.6%	-14.7
7	Cc1ccc(OCCN(C)C(=O)C2CCC(=O)N(CC3CCCCC3)C2)cc1 (configuration not stated)	-41.1%	1.4%	-26.7%	.	i	-4.9%	0.8%	-6.1%	13.2
8	COc1ccc(C(=O)c2c3ccc(OC)cc3[n+]([O-])n2Cc2ccc(C(N)=O)cc2)cc1	-4.3%	?	-3.9%	43.1%[activator]	?	-0.8%	-6.0%	-6.7%	-1.4
9	c1ccc(Cc2cc[n+](Cc3ccccn3)cc2)cc1	-0.6%	-0.6%	-1.7%	-1.0%	i	?	-21.4%	-2.3%	60.3
10	Cc1c(C)[n+](=O)c(-c2cccs2)c(C)n1[O-]	-0.9%	4.6%	16.1%	0.0%	i	2.1%	19.8%	-1.9%	1.3
11	CCCCN(C(=O)CSc1cc(C)c2ccccc2n1)c1c(N)n(Cc2ccccc2)c(=O)[nH]c1=O	-2.1%	15.4%	-7.9%	3.6%	i	-14.5%	-14.4%	?	-59.2*
12	COc1cccc(N2CC(=O)Nc3c(oc4nc(-c5ccccc5)cc(C)c34)C2=O)c1	-17.1%	4.7%	9.3%	.	i	-0.1%	1.7%	0.3%	?
13	COc1ccc(N2C(=O)CC(Nc3ccc(N4CCOCC4)cc3)C2=O)c(OC)c1 (configuration not stated)	1.3%	-5.8%	-0.6%	-3.0%	i	1.3%	-0.5%	-0.7%	-4.5
14	O=c1c(-c2ccccc2)c(O)c2ccccc2n1-c1ccccc1	-22.5%	-10.6%	19.9%	0.6%	i	15.2%	24.1%	-6.0%	-6.8
15	CCOC(=O)N1CCN(C(=O)CC(C(=O)N2CCc3ccccc32)n2ccnc2)CC1 (configuration not stated)	-14.7%	-15.3%	7.9%	11.1%	i	9.5%	-6.3%	-0.8%	2.3
16	CCc1ccc(CNC(=O)C2CCCN(S(=O)(=O)N(CC)c3ccccc3)C2)cc1 (configuration not stated)	1.1%	?	-6.3%	-10.0%	i	-0.4%	-7.2%	-0.6%	30.2
17	COc1ccc(Cl)c(Cn2c(NCc3ccccn3)nc3c2c(=O)n(C)c(=O)n3C)c1	2.0%	1.8%	-18.1%	-4.3%	i	8.8%	-10.7%	0.8%	-2.7
18	O=c1ccc2c(ccc3ncccc32)o1	-12.5%	.	0.5%	.	i	-9.3%	2.9%	.	?
19	Cc1ccccc1CN1CCCOCCS1(=O)=O	-0.7%&-12.8%	-2.2%	14.1%	3.4%	i	11.4%&-2.0%	10.1%	1.7%	-0.9
20	O=C(CSc1nc(O)cc(=O)n1-c1ccccc1)c1ccc(Br)cc1	-0.8%	6.1%	28.0%	17.0%[11.3 µM]	?	4.4%	2.5%	-7.3%	7.4
21	COc1ccc(Cc2c[nH]c(=O)[nH]c2=O)cc1	8.1%	-1.4%	4.4%	17.1%	i	0.4%	5.4%	1.3%	25.4
22	O=C(N/N=C/c1cccc2nccnc12)c1ccccc1O	-18.9%	?	?	?	i	?	-22.3%	14.6µM*	247.7
23	O=C(CSc1ncc2c(n1)-c1ccccc1N(Cc1ccc(F)cc1)S2(=O)=O)NCc1ccccc1	1.1%	.	.	9.3%	i	-0.3%	.	.	.
24	Cc1ccccc1-c1cc(C(=O)NCc2ccco2)n(CC2CC(c3cccnc3)=NO2)n1 (configuration not stated)	-18.4%	?	?	-8.7%	i	?	?	4.1%[9.22 µM]	-4.2
25	COc1cccc(C(=O)NCCS(=O)(=O)N2CCCCC2)c1	-3.4%	-2.3%	11.8%	-1.1%	i	1.9%	9.4%	-0.6%	-2.9
26	Cc1nc(C(=O)N2CCc3c([nH]c4ccccc34)C2c2ccccn2)cs1 (configuration not stated)	3.1%	4.2%	0.6%	-10.0%	i	16.6%	-3.4%	4.6%	-4.0
27	COc1ccc(C2(O)C(=O)Nc3ccc(C)cc32)cc1 (configuration not stated)	-20.3%	-3.2%	7.6%	-1.5%	i	0.0%	8.6%	-0.9%	25.1
28	Cc1cc(OCC(=O)NNC(=O)c2cnccn2)cc(C)c1Cl	13.4%	4.2%	?	?	i	?	?	13.4%	46.0
29	COc1ccccc1C(NC(=O)C1CCCCC1)c1c(O)ccc2ccccc12 (configuration not stated)	-6.9%	4.6%	8.9%	-19.9%	?	4.4%	-17.6%	-86.7%[inhibitor]	20.5
30	CC(=O)c1cccc(NC(=O)c2cccc3c(-c4cccc(C(N)=O)c4)coc23)c1	-5.3%	.	?	31.6µM*	?	?	-21.2%	.	0.0
31	Cc1ccc(C)c(N2CCN(C(=O)CN3C(=O)COc4ccc(S(=O)(=O)N5CCCC5)cc43)CC2)c1	10.2%	.	.	-2.0%	i	1.7%	.	.	.
32	COc1ccc(CCNC(=O)c2cc(=O)c3cc(C)c(C)cc3o2)cc1OC	-38.3%	.	.	-3.1%	i	?	.	.	.
33	COc1ccc(/C=C/C(=O)OCC(=O)NCCC2=CCCCC2)cc1S(=O)(=O)N1CCOCC1	-14.5%	18.4%	-7.3%	.	i	0.0%	-5.6%	2.6%	-5.7
34	O=C(NCC(=O)N1CC=C(c2ccccc2)CC1)c1ccccc1Br	0.0%	8.2µM*	-13.3%	-15.8%	i	?	-12.8%	-26.5%	i
35	Cc1cc(=O)[nH]c(N/N=C/c2cn(CCC#N)nc2-c2ccccc2)n1	12.4%	5.3%	0.8%	12.8%	i	-6.6%	-2.3%	-4.9%	0.0
36	CCc1c(C)c(C#N)c2nc3ccccc3n2c1NCCOC	3.3%	?	-1.4%	-14.7%	i	?	-4.0%	?	-5.6
37	Cc1ccccc1Sc1ccc([N+](=O)[O-])cn1	-27.8%	-4.4%	5.3%	.	i	2.7%	12.0%	-2.4%	-6.3
38	COc1cccc(-c2cc(C(=O)Nc3ccncc3)c3ccccc3n2)c1	-10.8%	?	-26.4%	-11.6%	i	-28.0%	-28.9%	-5.6%	-11.3
39	CCCC(CCC(=O)Nc1ccc(C(=O)OCC)cc1)C(=O)O (configuration not stated)	9.8%	-3.9%	6.1%	-7.5%	i	4.9%	11.2%	-0.2%	17.2
40	COC(=O)C1C2C=CC(C3CC23)C1C(=O)OCC(=O)c1ccccc1 (configuration not stated)	-4.2%	17.1%	-5.8%	-5.7%	i	7.7%	-0.3%	-0.4%	5.5
41	CC(=O)N1CCN(C(=O)COc2ccccc2C(=O)Nc2ccccc2)CC1	19.5%	-2.5%	5.5%	-0.8%	i	22.4%	6.9%	7.0%	5.5
42	CCC(=O)N1CCCc2cc(S(=O)(=O)N3CCC(C(=O)NC4CCC(C)CC4)CC3)ccc21 (configuration not stated)	-35.0%	.	.	-4.6%	i	-11.3%	.	.	.
43	O=C1CC(c2nc3ccccc3n2Cc2c(F)cccc2Cl)CN1c1cccc(C(F)(F)F)c1 (configuration not stated)	-0.5%	.	.	0.7%	i	?	.	.	.
44	Cc1ccccc1CCNC(=O)CCn1ccc2cc(S(=O)(=O)N3CCCC3)ccc21	-13.1%	15.2%	-1.5%	?	i	-21.0%	-6.4%	3.6%	19.2
45	Nc1c(S(=O)(=O)c2cccs2)c2nc3ccccc3nc2n1Cc1cccs1	-11.1%	-1.0%	-6.9%	-10.3%	i	-11.0%	-25.1%	-3.4%	0.0
46	O=[N+]([O-])c1cc(-c2nc(-c3ccccc3)no2)ccc1NCc1cccnc1	-7.8%	.	.	4.7%	i	-11.2%	.	.	.
47	Nc1c(C(=O)c2ccccc2)sc2nsc(SCCN3CCOCC3)c12	-19.7%	13µM*	-20.0%	-25.9%	.	0.5%	?	?	.
48	O=C(Cn1c(=O)n(Cc2ccco2)c(=O)c2ccccc21)Nc1ccc(Cl)cc1Cl	0.7%	.	.	-3.6%	i	8.1%	.	.	.
49	O=C(NC(NCc1cccnc1)C(Cl)(Cl)Cl)c1cccc2ccccc12 (configuration not stated)	-1.6%	0.6%	-0.4%	2.6%	i	-0.3%	-4.4%	-2.2%	16.4
50	Cc1cc(C)n(C(C)CC(=O)Nc2cccc(C(F)(F)F)c2)n1 (configuration not stated)	-20.6%	.	.	-2.1%	i	-7.1%	.	.	.
51	CCc1nn2c(-c3ccccc3OC)ccnc2c1-c1ccc(F)cc1	-1.3%	.	.	?	i	-13.1%	.	.	.
52	CN(NC(=O)c1ccco1)c1nc2ccccc2nc1C(F)(F)F	8.0%	0.1%	-11.2%	1.7%	i	-7.7%	0.7%	-14.9%	-12.7
53	Cc1ccc(NS(=O)(=O)c2ccc3c(c2)CC(C)N3C(=O)C2CCC2)cc1Cl (configuration not stated)	-18.3%	.	.	?	i	?	.	.	.
54	O=C(Nc1ccc(F)cc1)Nc1cccnc1Cl	-23.7%	1.8%	-11.1%	32.5%	i	-21.4%	-19.9%	6.6%	34.9
